D2 antagonist: D2 dopamine receptor (human) antagonism | P14416 | HEK293 TREx D2 cells, calcium flux, dopamine EC80 | inhibition, % at 10 µM | 2% of 340,000 active | AID 485344; in the data active = inhibition above about 30%; note: 0% is about no effect
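Calcium flux kinetic readout in an inducible HEK293 TREx D2 line plated overnight at 30 C. After 180 s compound exposure, an EC80 dopamine challenge follows with another 180 s kinetic read to detect antagonism.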
TRHR ag: agonists of human TRH receptor. activation, % at 2 µM. P34981. 0.18% of 360,000 active. TRHR cells, calcium flux fluo-8, FDSS agonist mode; note: 0% is about no effect
Target sequence (P34981 whole entry, looked up): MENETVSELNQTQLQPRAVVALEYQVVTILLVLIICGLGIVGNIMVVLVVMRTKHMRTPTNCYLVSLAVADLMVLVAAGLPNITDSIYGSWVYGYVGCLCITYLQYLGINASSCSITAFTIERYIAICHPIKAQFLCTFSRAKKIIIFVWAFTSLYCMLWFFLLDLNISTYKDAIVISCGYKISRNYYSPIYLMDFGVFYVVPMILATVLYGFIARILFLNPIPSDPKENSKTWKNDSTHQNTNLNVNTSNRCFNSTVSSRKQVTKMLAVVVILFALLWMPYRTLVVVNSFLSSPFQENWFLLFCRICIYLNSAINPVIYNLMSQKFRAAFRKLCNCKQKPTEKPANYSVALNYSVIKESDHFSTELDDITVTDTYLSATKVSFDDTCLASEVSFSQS
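Fluo-8-loaded TRHR cells; 10 s baseline, compound added, kinetic Ca2+ fluorescence read 1/s, agonist mode.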
D1 agonist: activates the human D1 dopamine receptor. P21728. HEK293 T-REx D1 cells, calcium flux, agonist mode. activation, % at 2 µM. 1% of 360,000 active; note: 0% is about no effect
Target sequence (P21728 whole entry, looked up): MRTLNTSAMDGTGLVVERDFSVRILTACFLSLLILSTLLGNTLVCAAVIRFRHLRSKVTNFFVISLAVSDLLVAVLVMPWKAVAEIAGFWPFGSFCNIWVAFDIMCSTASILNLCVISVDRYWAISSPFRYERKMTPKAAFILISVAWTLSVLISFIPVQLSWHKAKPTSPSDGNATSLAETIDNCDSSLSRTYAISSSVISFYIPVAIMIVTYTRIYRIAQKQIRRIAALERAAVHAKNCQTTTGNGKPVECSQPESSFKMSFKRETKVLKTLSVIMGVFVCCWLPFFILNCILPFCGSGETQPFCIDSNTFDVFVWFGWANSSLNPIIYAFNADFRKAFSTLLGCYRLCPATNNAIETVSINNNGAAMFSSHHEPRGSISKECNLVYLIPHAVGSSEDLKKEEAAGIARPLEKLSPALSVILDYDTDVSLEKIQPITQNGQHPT
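Agonism was scored from calcium flux recorded over 180 s (1 read/s) after pintool compound addition, following a 10-cycle baseline. Cells were inducible force-coupled HEK293 TREx D1, plated overnight at 30 C and loaded with no-wash calcium dye.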
D2 agonist: agonists of human D2 dopamine receptor. 0.53% of 340,000 active. AID 485358. HEK293 T-REx D2 cells, calcium flux agonist mode. activation, % at 2 µM;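 active = activation over 3 SD above normal in the single-dose calcium agonist read, cut at about 30% in these data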; note: 0% is about no effect
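Tetracycline-induced HEK293 T-REx cells with force-coupled D2 receptor, plated overnight at 30 C, loaded with no-wash calcium dye. After a 10 s baseline, compound was pin-added and calcium flux read kinetically for 180 s; calcium rises flagged agonists.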
TRHR enhancer: TRH receptor (human) allosteric enhancement. 0.66% of 360,000 active. P34981. enhancement, % at 2 µM. AID 493056. TRHR cells, fluo-8 calcium fluorescence, EC20 TRH enhancement; in the data active = enhancement above about 30%; note: 0% is about no effect
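Enhancer read-out: after compound pinning and an initial kinetic agonist-mode read, an EC20 of TRH (10 nM final) was injected and fluo-8 calcium signal (Ex 480/Em 530) followed at 1 s/cycle for 100 cycles in TRHR-expressing cells.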
D1 PAM: human D1 dopamine receptor positive modulation; AID 504651; potentiation, % at 10 µM; 0.036% of 360,000 active; HEK293 TREx D1 cells, calcium flux, dopamine EC20 potentiation; P21728; in the data active = potentiation above about 30%; note: 0% is about no effect
D1 antagonist: antagonists of human D1 dopamine receptor | P21728 | HEK293 TREx D1 cells, calcium flux, dopamine EC80; hits give low values | activity change, negative = inhibition, % at 10 µM | 3.2% of 360,000 active | AID 504652; in the data active = activity change below about -30%; note: % is set by controls: 0 for no effect and ±100 for the full control effect
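Using tetracycline-induced force-coupled D1 Hek293 cells and a calcium dye, signals were followed for 180 s after compound, then for 180 s after EC80 dopamine, to detect inhibitors.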
D2 potentiator: positively modulates the human D2 dopamine receptor allosterically; potentiation, % at 10 µM; 0.34% of 340,000 active; AID 485347; P14416; HEK293 T-REx D2, calcium flux, EC20 dopamine potentiation;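 active = potentiation over 3 SD above the plate norm, cut at about 30% in these data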; note: 0% is about no effect
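Calcium flux readout, no-wash dye, 1 read/s. Inducible HEK293 Trex D2 line, overnight 30 C. Compound alone 180 s (agonist flags), then EC20 dopamine, another 180 s to score potentiation.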
RXFP1 antagonist: blocks the human relaxin receptor RXFP1 | Q9HBX9 | HEK293-RXFP1, relaxin-stimulated cAMP HTRF, 30 min; hits give low values | activity change, negative = inhibition, % at 57.5 µM | 0.59% of 350,000 active;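 active = activity change of -60% or lower, but not beyond a set lower limit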; note: % is set by controls: 0 for no effect and ±100 for the full control effect
* hit, by the source's call; . = not tested or not shown. Cut-off read from the data, not from the text of the source, unless noted: active = activation above about 30%; inactive = the rest.

1) CC(C)(C)c1cc(C(=O)CCN2CCOCC2)cc(C(C)(C)C)c1O
2) CCN(CC)S(=O)(=O)c1cc(NS(=O)(=O)c2cccc(Cl)c2Cl)ccc1C
3) CN(C)CCNC(=O)C(C(=O)c1ccccc1)n1ccccc1=O (stereo not drawn)
4) c1cc(Nc2ncnc3sc4c(c23)CCC4)ccn1
5) Cc1cc(C)cc(OCc2nnc(SCC(=O)c3ccccc3)o2)c1
6) Cc1ccc2cc(C=O)c(N3CCOCC3)nc2c1C
7) Cc1ccccc1NC(=O)c1ccco1
8) COc1ccc(-c2nn3c(-c4ccccc4)nnc3c3ccccc23)cc1

screen / no.	1	2	3	4	5	6	7	8
D2 antagonist	-4	16	-31	-8	-15	-7	-5	.
TRHR ag	-0.9	-0.4	0.5	1.0	0.5	0.2	0.6	-0.4
D1 agonist	4	11	4	2	14	1	0	1
D2 agonist	-0.6	0.2	1.1	1.1	0.3	-1.4	1.4	0.5
TRHR enhancer	-12	-3	4	1	2	-7	13	-8
D1 PAM	-11	8	0	6	-4	4	4	-5
D1 antagonist	-12	41	5	-7	-1	4	-2	3
D2 potentiator	-16	-2	3	9	0	-3	5	-5
RXFP1 antagonist	-83*	10	7	9	-15	10	5	-2

9) COc1ccc(N(CC(=O)NC2CCCC2)C(=O)Cn2nnc(-c3ccc(OC)c(OC)c3)n2)cc1
10) COc1ccc(Oc2nc(SC)nc3ccccc23)cc1
11) Cc1ccc(S(=O)(=O)Nc2cc(S(=O)(=O)N3CCCCC3)ccc2N2CCOCC2)cc1
12) Cc1sc2ncn(CC(=O)N3CCN(c4ccccc4)CC3)c(=O)c2c1S(=O)(=O)N1CCN(c2ncccn2)CC1
13) CCN1CCN(c2ccc(N=Cc3ccc(O)cc3O)cc2)CC1
14) CCOc1ccccc1NC(=O)c1cnc2n(c1=O)CCS2
15) COC(=O)c1cccc(NC2=NS(=O)(=O)c3ccccc32)c1
16) CSc1nc2c(c(=O)[nH]c(=O)n2C)n1CCCc1ccccc1

screen / no.	9	10	11	12	13	14	15	16
D2 antagonist	-2	.	-5	.	-9	1	.	-9
TRHR ag	-0.5	0.7	-0.4	-2.2	1.7	-0.1	-0.1	-0.7
D1 agonist	-1	7	1	2	12	3	30	1
D2 agonist	0.2	.	4.5	-0.1	5.3	-0.5	0.0	-1.8
TRHR enhancer	7	2	5	10	-8	-9	-4	-7
D1 PAM	-2	-3	-12	0	0	0	0	-3
D1 antagonist	6	-4	-1	-9	3	-6	-3	-4
D2 potentiator	1	.	-1	23	-4	-3	-7	-1
RXFP1 antagonist	-9	-4	3	.	-11	9	0	-3

17) Cc1ccc(S(=O)(=O)NCC(=O)OCC(=O)N2N=C(c3ccc(Cl)cc3)CC2c2ccco2)cc1C (stereo not drawn)
18) O=C(NCCc1nc2ccccc2n1Cc1ccc(Cl)cc1)c1ccccc1
19) COc1ccc(OCC(=O)N2CCN(C(=O)Cc3ccccc3)CC2)cc1
20) CCCn1c(SCC(=O)NNC(=O)c2ccc(C)cc2)nnc1C(C)C
21) O=C(NCCc1cccc(Cl)c1)c1cccnc1
22) CNC(=O)N(O)C1N(C)C(=O)N(Cc2ccccc2)C1(C)C (stereo not drawn)
23) CCc1cccc(NC(=O)Cn2c(C(=O)OC)cc3occc32)c1
24) O=C(CSc1ccc(Cl)cc1)NCc1ccco1

screen / no.	17	18	19	20	21	22	23	24
D2 antagonist	-2	.	-27	4	-20	-13	.	5
TRHR ag	0.4	-0.1	0.3	0.3	-1.7	0.1	0.0	-2.1
D1 agonist	2	4	-1	2	8	0	0	4
D2 agonist	1.2	1.9	-0.3	-0.4	0.9	0.6	-0.6	0.2
TRHR enhancer	-2	-7	3	1	-2	7	36*	5
D1 PAM	3	-4	-2	-6	0	-6	-3	-2
D1 antagonist	5	-6	0	-19	-1	-20	29	-9
D2 potentiator	-12	9	-10	12	.	5	-1	14
RXFP1 antagonist	.	-25	8	14	9	-7	-9	5

25) c1ccc(Cn2c(NCc3ccco3)nc3ccccc32)cc1
26) O=C1Cn2c(nc3ccccc32)N1c1ccccc1F
27) CCOC(=O)N1CCN(C(=O)Cc2ccccc2OC)CC1
28) COC(=O)c1ccc(OCc2nn[nH]n2)cc1
29) CC1(C)CC(=O)C2=C(C1)N(c1ccccc1)C(=O)C2(O)C(F)(F)F (stereo not drawn)
30) Cn1ccnc1Sc1ccccc1[N+](=O)[O-]
31) O=C(CCc1nc2ccccc2c(=O)[nH]1)NCc1ccccn1
32) Cc1ccc(NC(=O)COC(=O)c2c(-c3ccccc3)noc2C)c(C)c1

screen / no.	25	26	27	28	29	30	31	32
D2 antagonist	-27	-2	-15	12	36*	-7	2	10
TRHR ag	0.1	-0.2	0.0	-0.2	-0.1	0.5	0.2	-0.2
D1 agonist	6	-1	1	2	1	1	1	4
D2 agonist	-1.2	-0.3	-0.1	-0.8	-0.4	-0.2	0.0	1.5
TRHR enhancer	-14	0	-1	-5	-26	0	0	-15
D1 PAM	2	2	-1	1	1	-2	-15	3
D1 antagonist	-36*	-8	17	-10	-23	1	-30*	10
D2 potentiator	5	1	1	9	1	10	17	-7
RXFP1 antagonist	5	11	-7	9	.	0	7	-2

Reformatted: entries from further up
item | SMILES | D2 antagonist | TRHR ag | D1 agonist | D2 agonist | TRHR enhancer | D1 PAM | D1 antagonist | D2 potentiator | RXFP1 antagonist
3 | CN(C)CCNC(=O)C(C(=O)c1ccccc1)n1ccccc1=O (stereo not drawn) | -31 | 0.5 | 4 | 1.1 | 4 | 0 | 5 | 3 | 7
4 | c1cc(Nc2ncnc3sc4c(c23)CCC4)ccn1 | -8 | 1.0 | 2 | 1.1 | 1 | 6 | -7 | 9 | 9
5 | Cc1cc(C)cc(OCc2nnc(SCC(=O)c3ccccc3)o2)c1 | -15 | 0.5 | 14 | 0.3 | 2 | -4 | -1 | 0 | -15

Going on with the list:
33) CN(CC(=O)NCc1ccc(F)cc1)S(=O)(=O)c1ccc(Br)s1
34) O=C(Cn1cc2c(n1)CCCCC2)N1CCc2ccccc21
35) CCC[N+](CC#CCO)(CC#Cc1ccccc1)CCC
36) Cc1sc(NC(=O)c2ccccc2)c(C(=O)NC(C)C)c1C
37) CCOC(=O)N1CCN(C2CCCN(C(=O)c3cccc(N(C)C)c3)C2)CC1 (stereo not drawn)
38) Cc1ccc(C(=O)Nc2ccc(C(=O)N3CCCCC3)cc2)cc1
39) CC(=O)Nc1nc(NCc2ccccc2Cl)n(-c2ccccc2)n1
40) O=C(Nc1cccnc1)c1cc(-c2cccs2)on1

screen / no.	33	34	35	36	37	38	39	40
D2 antagonist	28	2	14	4	.	4	-8	25
TRHR ag	-1.0	0.1	0.2	-0.9	-0.1	-0.4	2.4	0.2
D1 agonist	-3	-1	0	-2	-1	2	1	1
D2 agonist	-0.1	2.7	0.9	0.0	.	-0.3	-1.1	0.5
TRHR enhancer	-2	-1	3	-7	-4	-2	0	-5
D1 PAM	-2	-6	7	-2	8	-5	0	-2
D1 antagonist	-1	-76*	9	0	25	-14	9	7
D2 potentiator	-7	0	15	9	.	-6	3	-22
RXFP1 antagonist	0	5	10	-14	5	1	0	-4

41) COc1ccc(-c2cc3nc(-c4ccccc4)cc(C(F)(F)F)n3n2)cc1
42) Cc1cccc(CCNC(=O)c2nc(-c3ccc(Cl)cc3)n3c2CCCCC3)c1
43) COc1ccc(/C=C(\NC(=O)c2ccccc2)C(=O)NCc2ccco2)cc1
44) CC(NC(=O)c1cc(COc2cccc(C(F)(F)F)c2)on1)c1nccs1 (stereo not drawn)
45) COc1ccc(C(=O)c2c[nH]c(C(=O)NCc3ccco3)c2)cc1
46) CC(C)CN(CCCNC(=O)CN1C(=O)COc2ccc(S(=O)(=O)N3CCC(C)CC3)cc21)CC(C)C
47) COc1cccc(CN2CC(C(=O)N(C)CCc3ccccc3)CCC2=O)c1 (stereo not drawn)
48) CCOC(=O)c1cnc2c(C#N)c(C)nn2c1C

screen / no.	41	42	43	44	45	46	47	48
D2 antagonist	.	.	-19	-4	0	-10	-2	-6
TRHR ag	1.0	0.3	-0.2	1.9	-0.9	0.1	0.1	0.1
D1 agonist	0	3	2	8	4	-1	2	3
D2 agonist	.	1.0	-1.0	0.3	0.1	-0.2	0.7	-0.3
TRHR enhancer	-4	-10	-11	-2	-4	-2	4	-8
D1 PAM	-2	4	-2	6	0	-6	-3	-6
D1 antagonist	-8	5	-31*	6	5	-29	-20	5
D2 potentiator	-8	0	-6	11	8	-7	7	0
RXFP1 antagonist	-10	-29	7	-5	-8	9	0	-8

49) CN1CCN(c2ccc(NC(=O)CSc3nnnn3-c3ccccc3F)cc2)CC1
50) CCOC(=O)C1=NNC2C(=O)N(CC)C(=O)C12 (stereo not drawn)
51) O=S(=O)(c1cccc(Cl)c1)c1nnn2c1nc(NCc1ccc3c(c1)OCO3)c1sccc12
52) CCCCOc1cccc(C(=O)Nc2cccc3ccc(C)nc23)c1
53) Cn1c(Cc2ccccc2)nnc1SCc1ccc(C(=O)O)cc1
54) COC(=O)c1ccc(NC(=O)C(=O)c2cn(CC(=O)N3CCOCC3)c3ccccc23)cc1
55) Cc1ccc(C)c(NC(=O)CCn2nc(C)cc2C)c1
56) COc1cc(SC)ccc1C(=O)N1CCN(c2ccc(O)cc2)CC1
57) COc1ccc(Nc2cc(C(=O)NCc3ccccc3OC)c3ccccc3n2)cc1
58) O=[N+]([O-])c1ccc(Cl)c(-c2ccc(/C=N/n3cnnc3)o2)c1

screen / no.	49	50	51	52	53	54	55	56	57	58
D2 antagonist	10	0	.	.	2	13	7	-5	.	-9
TRHR ag	0.1	0.2	0.0	-0.5	-0.2	0.3	0.0	-0.5	-0.6	-1.0
D1 agonist	4	-1	2	6	4	1	0	1	2	0
D2 agonist	0.4	0.7	-0.2	-1.0	1.5	1.1	0.1	3.1	-0.6	0.0
TRHR enhancer	-4	-1	5	0	1	7	19	-3	-7	-4
D1 PAM	-14	0	-4	-1	-4	3	-2	5	-5	-1
D1 antagonist	-46*	38	-4	2	-6	0	4	-21	-14	-42*
D2 potentiator	-4	-8	3	-3	-6	6	6	0	20	-5
RXFP1 antagonist	3	-7	-4	-6	-15	10	1	1	-5	2

Record cards, from the list above. Values in the order: D2 antagonist | TRHR ag | D1 agonist | D2 agonist | TRHR enhancer | D1 PAM | D1 antagonist | D2 potentiator | RXFP1 antagonist
CNC(=O)N(O)C1N(C)C(=O)N(Cc2ccccc2)C1(C)C (stereo not drawn) reads -13 | 0.1 | 0 | 0.6 | 7 | -6 | -20 | 5 | -7
COc1cccc(CN2CC(C(=O)N(C)CCc3ccccc3)CCC2=O)c1 (stereo not drawn) reads -2 | 0.1 | 2 | 0.7 | 4 | -3 | -20 | 7 | 0
COc1ccc(N(CC(=O)NC2CCCC2)C(=O)Cn2nnc(-c3ccc(OC)c(OC)c3)n2)cc1 reads -2 | -0.5 | -1 | 0.2 | 7 | -2 | 6 | 1 | -9
O=S(=O)(c1cccc(Cl)c1)c1nnn2c1nc(NCc1ccc3c(c1)OCO3)c1sccc12 reads . | 0.0 | 2 | -0.2 | 5 | -4 | -4 | 3 | -4
CCOC(=O)C1=NNC2C(=O)N(CC)C(=O)C12 (stereo not drawn) reads 0 | 0.2 | -1 | 0.7 | -1 | 0 | 38 | -8 | -7

From PubChem BioAssay

Random draw from the library; any-hit rate near 7.3%.
